# High-throughput results (PubChem BioAssay)
# Tau fluor cs: Counterscreen qHTS for Inhibitors of Tau Fibril Formation, Fluorescence Polarization. tau K18 P301L Alexa594 fluorescence, heparin fibrillization. AID 1463, 2008. Potency, µM (doses to about 57.7 µM), without a hit: top-dose activity change, negative = decrease. actives 0.93% (n = 280,000); note: nearly all actives have a fitted effect of over 55% in size
#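 Human K18 P301L tau (15 uM unlabeled plus 0.24 uM Alexa 594-labeled, final) in 100 mM sodium acetate pH 7 was mixed with compound and 20 uM heparin and incubated 6 hr at 37 C.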
# Tau fibril FP: qHTS for Inhibitors of Tau Fibril Formation, Fluorescence Polarization; Microtubule-associated protein tau (Homo sapiens), P10636; K18 P301L tau heparin fibrillization, Alexa594 FP, 6 h; Potency, µM (series often up to 57.7 µM), without a hit: at the top dose activity, negative = inhibition, actives largely listed as inhibitors; actives 0.39% (n = 280,000); AID 1468, 2008; note: nearly all actives have a fitted effect of over 55% in size
# Target sequence (P10636 561-689 P618L limits assumed): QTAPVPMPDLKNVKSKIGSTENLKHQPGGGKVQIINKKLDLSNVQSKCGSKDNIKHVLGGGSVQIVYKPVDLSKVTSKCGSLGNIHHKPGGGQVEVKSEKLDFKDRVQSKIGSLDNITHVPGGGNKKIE
#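 K18 P301L tau (15 uM unlabeled/0.24 uM Alexa 594-labeled, final) + compound + heparin 20 uM final; 100 mM NaOAc pH 7; 6 hr 37 C; ThT 30 uM final added, 1 hr RT; FP ex 555/em 632 nm.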
# Tau ThT inhib: qHTS for Inhibitors of Tau Fibril Formation, Thioflavin T Binding | AID 1460, 2008 | Potency, µM (top dose mostly 57.4 µM), for the others: top-dose activity, negative = inhibition, hits mostly inhibitors | recombinant tau K18 P301L, heparin-induced fibrillization, ThT fluorescence | actives 2.1% (n = 270,000); note: nearly all actives have a fitted effect of over 55% in size
#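 ThT emission at 510 nm, taken 1 hr after adding 30 uM dye, quantifies aggregates formed when 20 uM heparin acts on human tau K18 P301L for 6 hr at 37 C.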
# * = called active by the depositor; ? = inconclusive; [ ] = another dose, or the depositor's remark. Calls come from the whole dose curve; as a rule, active = well fitted curve in the direction sought with a large enough effect; inconclusive = small, poorly fitted or top-dose-only effect, or another doubt; inactive = no such curve, though single readings can be large; an effect the other way counts as inactive or inconclusive. % is set by controls: 0 for no effect and ±100 for the full control effect; potency is the fitted concentration of half-maximal effect.
# Results follow in this order: Tau fluor cs, Tau fibril FP, Tau ThT inhib
Cc1ccc(NC(=O)c2c(C)oc3ncnc(N4CCCCC4)c23)cc1Cl
 : -3%, -4%, -3%
COc1ccc(C2=NN(CC(=O)NCCCN(C)c3ccccc3)C(=O)CC2)cc1
 : -15%, 11%, -15%
Cc1ccc(Cl)cc1NC(=O)Cn1nc2c(cc1=O)CC(C)CC2 (stereo not drawn)
 : -2%, -8%, 5%
COc1cc(NC(=O)c2cc3cc4cc(OC)ccc4nc3o2)cc(OC)c1
 : -12%, -8%, ?
Cc1cc(NS(=O)(=O)c2cn(C)c(C)n2)ccc1Br
 : -4%, -9%, 3%
Cc1ccc(S(=O)(=O)NCC(c2ccc(N(C)C)cc2)N2CCOCC2)cc1 (stereo not drawn)
 : ?, -8%, ?
Cc1ccc(-c2onc(C)c2C)cc1S(=O)(=O)N1CCN(c2ccccc2F)CC1
 : -24%, -3%, -6%
CCC1CCCCN1CCCNC(=O)c1ccc2c(c1)N(Cc1cccc(Cl)c1)C(=O)c1ccccc1S2(=O)=O (stereo not drawn)
 : ?, ?, -12%
Cc1cccc(N2CCN(C(=O)CCS(=O)(=O)c3ccc4c(c3)CC(=O)N4C)CC2C)c1 (stereo not drawn)
 : -13%, -5%, ?
Cc1ccc(C)c(NS(=O)(=O)c2cc3c4c(c2)C(C)C(=O)N4CCC3)c1 (stereo not drawn)
 : -15%, -10%, -13%
COc1cc(NC(=O)Nc2c[nH]c(=O)[nH]c2=O)cc(OC)c1OC
 : -6%, -3%, -6%
Cc1cc(C)cc(NC(=O)c2sc3nc(-c4ccccc4)cn3c2C)c1
 : -22%, -14%, ?
CCOc1ccccc1C1C(C(=O)Nc2ccccc2)=C(C)Nc2nc(SCC(=O)c3ccc(C)cc3)nn21 (stereo not drawn)
 : -19%, ?, ?
CCOC(=O)C1CCCN(S(=O)(=O)c2cc(-c3cc(C)no3)ccc2OC)C1 (stereo not drawn)
 : -15%, -5%, -5%
Cc1cc(C)cc(N2C(=O)CSC23C(=O)N(CC(=O)NCCc2ccccc2)c2ccccc23)c1 (stereo not drawn)
 : -13%, -14%, -7%
Cc1ccc(C)c(CN2C(=O)C3(c4ccccc42)N(c2ccc(Cl)cc2)C(=O)CS3(=O)=O)c1 (stereo not drawn)
 : -16%, ?, -10%
CCOC(=O)Cn1c(=O)n(-c2ccccc2OC)c2nc(-c3ccccc3)nc(C(N)=O)c21
 : -23%, -7%, -5%
CCCCN(CCCNC(=O)CN1N=C(c2ccccc2)CCC1=O)c1ccccc1
 : -26%, 15%, -7%
CCOc1ccc(-c2cc(C(=O)NCc3ccc(C)cc3)c3ccccc3n2)cc1
 : 4%, -9%, 10%
CC(C)(C)c1ccc(C(=O)NCC(c2cccs2)S(=O)(=O)c2cccs2)cc1 (stereo not drawn)
 : -18%, -1%, -5%
CCCn1c2ccc(F)cc2c2nnc(SCCN(CC)CC)nc21
 : -2%, -6%, -5%
CC1CCN(C(=O)C2COc3ccccc3C2)CC1 (stereo not drawn)
 : 12%, 4%, 13%
COc1ccc(C)c2sc(NC(=O)c3ccc(S(=O)(=O)N4CCCC4)cc3)nc12
 : -14%, ?, 3%
CCSc1nc2ccccc2c(OCc2ccccc2Cl)c1C(=O)OC
 : -23%, ?, ?
O=c1oc2ccccc2cc1-c1nc(-c2cccc(Cl)c2)cs1
 : ?, ?, -8%
CCOC(=O)c1ccccc1NC(=O)c1sc2ncn(Cc3cccc(F)c3)c(=O)c2c1C
 : -17%, -19%, -4%
Cc1ccc2nc(CSc3nnc(NC(=O)COc4ccccc4F)s3)cc(=O)n2c1
 : 2%, -8%, -12%
CCc1ccc(CNC(=O)c2cc3cc(S(=O)(=O)N4CCCCC4)ccc3n2C)cc1
 : -21%, 0%, -1%
O=C(NCc1ccccc1Cl)c1ccc2c(c1)N(Cc1ccccc1)C(=O)CS2
 : -25%, -10%, -2%
Cc1ccccc1CNC(=O)CN1C(=O)C2CCCCN2c2ccc(C(=O)N3CCCC3)cc21 (stereo not drawn)
 : -11%, -8%, -4%
CCOc1cccc(NC(=O)C2CC(=O)N(C)C(=Nc3ccc(OC)cc3)S2)c1 (stereo not drawn)
 : -28%, ?, 0%
COc1ccc(CCNC(=O)c2cc(=O)[nH]c3ccc(S(=O)(=O)N4CCCCC4)cc23)cc1OC
 : -5%, -11%, 3%
O=C(NCc1ccc(F)cc1Cl)c1cc(=O)[nH]c2ccc(S(=O)(=O)N3CCCCC3)cc12
 : 3%, 0%, 3%
COc1cccc(NC(=O)N2CCC(n3c(C)nc4cccnc43)CC2)c1
 : 11%, 9%, 3%
COc1cccc(CNC(=O)CSc2nc(=O)[nH]c3c2CCC3)c1
 : -9%, -9%, -11%
Cc1ccc(CNC(=O)c2cnc(N3CCCC3)nc2C)cc1
 : -1%, 3%, -6%
COc1ccc(CNC(=O)CCNS(=O)(=O)c2ccc3c(c2)CCCC(=O)N3)cc1
 : -7%, -9%, -3%
CCCc1cc(=O)[nH]c(SCc2nc(-c3ccc(OC)cc3)no2)n1
 : -18%, -9%, -17%
CCCSC1=NC2(CCN(C(=O)NC3CCCCC3)CC2)N=C1c1ccc(C)cc1
 : -10%, -6%, -14%
CNS(=O)(=O)c1cn(CC(=O)N2CCN(c3ccccc3F)CC2)cc1S(=O)(=O)NC
 : 9%, 0%, 16%
CCN(CC)C(=O)c1sc2c(c1C)c(=O)n(-c1ccccc1)c(=O)n2CC(=O)N(CC)c1cccc(C)c1
 : -6%, 4%, -5%
COC(=O)c1sccc1S(=O)(=O)N(CC(=O)Nc1cccc(C)c1C)c1ccc(C)c(C)c1
 : -12%, 4%, 1%
COc1ccc(S(=O)(=O)NCC(c2ccco2)N2CCN(c3ccccc3)CC2)cc1OC (stereo not drawn)
 : -20%, 6%, -14%
Cc1nn2c(=O)cc(COC(=O)c3ccco3)nc2s1
 : -6%, -5%, -5%
CCN(CC)c1ccc(NC(=O)C2CCN(c3nnc(-n4cccc4)s3)CC2)c(C)c1
 : -29%, 0%, ?
CCOc1ccccc1NC(=O)CSc1ccc2nc(-c3ccccc3)cn2n1
 : -7%, -9%, 2%
COc1cccc(CNC(=O)c2ccc3c(c2)c(C)c(C)n3Cc2ccccc2)c1
 : -17%, ?, 2%
COc1ccc(CCNC(=O)C(C)n2c(=O)cc(C(F)(F)F)c3c(C)nn(C)c32)cc1OC (stereo not drawn)
 : -4%, -12%, -2%
Cc1ccc(C)c(N2CCN(S(=O)(=O)c3cc(C(=O)Nc4ccc(Oc5ccccc5)cc4)ccc3F)CC2)c1
 : 2%, ?, 10%
CCc1cccc(C)c1NC(=O)c1cc(S(=O)(=O)N2CCC3(CC2)OCCO3)ccc1F
 : -6%, -3%, 3%
CC(C)Cc1ccc(S(=O)(=O)Nc2cc3c(cc2N2CCOCC2)n(C)c(=O)c(=O)n3C)cc1
 : -5%, 4%, -6%
CCN(Cc1ccccc1)S(=O)(=O)c1ccc2[nH]c3c(c2c1)CCCCC3
 : 7.9µM*[quencher], 2%, 0%
Cc1ccc(NC(=O)C2CCN(c3nnc(-n4cccc4)s3)CC2)cc1Cl
 : -25%, -7%, ?
Cc1cc(C)c2c(n1)SCCN2C(=O)Nc1ccc(C(=O)Nc2cc(Cl)ccc2C)cc1
 : -8%, 0%, -5%
CCc1cccc(NC(=O)c2cnc(N3CCOCC3)c3ccccc23)c1
 : -21%, -4%, -10%
CN(Cc1ccc(F)cc1)S(=O)(=O)c1nnc(NC(=O)c2ccc(F)cc2)s1
 : -13%, -7%, 11%
CC(NC(=O)CSc1n[nH]c(-c2ccccc2)n1)c1nc2ccccc2n1C (stereo not drawn)
 : -4%, -8%, -2%
Cc1cccc(N2CCN(c3ccc(C(=O)O)cc3NC(=O)c3cccc(Cl)c3)CC2C)c1 (stereo not drawn)
 : -12%, -14%, ?
Cc1ccccc1C(=O)OCc1cc(=O)n2nc(C3CCCCC3)sc2n1
 : -10%, -14%, ?
CN(C(=O)c1ccc2c(c1)N(Cc1cccc(Cl)c1)C(=O)c1ccccc1S2(=O)=O)C1CCCCC1
 : -5%, -1%, -3%

# Other results:
# Results follow in this order: Tau fluor cs, Tau fibril FP, Tau ThT inhib
Cc1ccccc1NC(=O)c1ccc(F)c(S(=O)(=O)N(C)C2CCCCC2)c1
 : -8%, 3%, 1%
Cc1c(C(=O)NCc2ccc(F)cc2)oc2ccc(S(=O)(=O)N3CCCCC3)cc12
 : -18%, -4%, 4%
CCc1ccccc1NC(=O)CSc1ncc2c(n1)-c1ccccc1N(Cc1ccc(C)cc1)S2(=O)=O
 : -24%, ?, -2%
CN(C)S(=O)(=O)c1ccc(C(=O)NC2CC(=O)N(c3ccc4c(c3)OCCO4)C2)cc1 (stereo not drawn)
 : 0%, -11%, 1%
CCOc1ccc(C(c2c(O)cc(C)n(Cc3ccco3)c2=O)N2CCN(C)CC2)cc1 (stereo not drawn)
 : -4%, -18%, ?
CCN1c2ccccc2-c2nc(SCC(=O)NCc3ccc(Cl)cc3)ncc2S1(=O)=O
 : -22%, ?, 17%
CCOc1ccccc1Nc1sc(C(=O)c2ccc(Cl)cc2)c(N)c1S(=O)(=O)c1ccccc1
 : -17%, -12%, -1%
CC(=O)c1cccc(NC(=O)c2c(C)nn(-c3ccc(F)cc3)c2-n2cccc2)c1
 : -10%, 4%, 3%
Cc1ccc(-n2ncc(C(=O)NCc3ccc4c(c3)OCO4)c2C2CCN(C(=O)OC(C)(C)C)CC2)cc1C
 : -18%, -9%, -13%
COc1cccc(C(=O)c2cn(CC(=O)Nc3cccc(C)c3C)c3nc(C)ccc3c2=O)c1
 : -9%, -10%, ?
Cc1ccc(-c2c(C(=O)Nc3ccccc3F)oc(=O)c3ccccc23)cc1
 : -15%, ?, 1%
CCc1cccc(C)c1NS(=O)(=O)c1ccc2c(c1)NC(=O)C(C)C(=O)N2 (stereo not drawn)
 : -3%, -3%, 1%
COc1ccc(N2CC(NC(=O)c3ccc(S(=O)(=O)N4CCOCC4)cc3)CC2=O)cc1OC (stereo not drawn)
 : -4%, -13%, 0%
CCOC(=O)c1ccc2c(c1)N(CC(=O)N(C)c1ccccc1)C(=O)c1ccccc1S2
 : 4%, 2%, -7%
CCc1ccc(CNC(=O)CCC(=O)N2Cc3cccc(OC)c3Oc3ncccc32)cc1
 : -5%, -6%, 0%

# Full records from above. Order of screens: Tau fluor cs | Tau fibril FP | Tau ThT inhib
# `CCOc1ccccc1Nc1sc(C(=O)c2ccc(Cl)cc2)c(N)c1S(=O)(=O)c1ccccc1` as listed: -17% | -12% | -1%
# `Cc1ccc(-n2ncc(C(=O)NCc3ccc4c(c3)OCO4)c2C2CCN(C(=O)OC(C)(C)C)CC2)cc1C` as listed: -18% | -9% | -13%
# `CCOc1ccc(C(c2c(O)cc(C)n(Cc3ccco3)c2=O)N2CCN(C)CC2)cc1` (stereo not drawn) as listed: -4% | -18% | ?

# Further records follow:
# Results follow in this order: Tau fluor cs, Tau fibril FP, Tau ThT inhib
CC(C)c1ccc(NC(=O)Cn2nnc(C(=O)NCCc3ccccc3)c2N)cc1
 : 2%, -7%, 8%
CCc1ccccc1NC(=O)CC(c1ccc(F)cc1)N1Cc2ccccc2C1=O (stereo not drawn)
 : 1%, 6%, 2%
O=C(Cn1c(=O)ccc2cc(S(=O)(=O)N3CCCC3)ccc21)NCc1ccc(F)cc1
 : -10%, -1%, -8%
O=S(=O)(Nc1cccc(C(F)(F)F)c1)c1ccc(-c2cnc(C3CC3)o2)cc1
 : ?, -23%, 4%
Cc1ccc(-n2ncc3c(N4CCC(C)CC4)ncnc32)cc1C
 : -7%, 8%, -14%
COc1cccc(CNC(=O)c2cc(C)nc3c2c(C)nn3-c2cccc(F)c2)c1
 : ?, -18%, -17%
CCOC(=O)c1ccc(CN(Cc2ccc(OC)cc2)S(=O)(=O)c2cccc(C(F)(F)F)c2)cc1
 : -12%, -9%, -1%
O=C(NCc1ccccc1Br)c1ccc(-n2cnc3cccnc32)cc1
 : -4%, -4%, -10%
CN(C)c1ccc(CNC(=O)C2CCN(S(=O)(=O)c3ccc4c(ccn4C)c3)CC2)cc1
 : -17%, 14%, -2%
CCc1ccccc1NC(=O)N1CCc2cc(OC)c(OC)cc2C1CC(=O)OC (stereo not drawn)
 : -11%, -4%, -8%
COc1ccc(Cl)cc1NC(=O)CN(C)S(=O)(=O)c1ccc2c(c1)CCCN2C(C)=O
 : -10%, 1%, -1%

# 4 entries from above, arranged by molecular weight, falling.
# Results follow in this order: Tau fluor cs, Tau fibril FP, Tau ThT inhib
COc1ccc(Cl)cc1NC(=O)CN(C)S(=O)(=O)c1ccc2c(c1)CCCN2C(C)=O
 : -10%, 1%, -1%
CN(C)c1ccc(CNC(=O)C2CCN(S(=O)(=O)c3ccc4c(ccn4C)c3)CC2)cc1
 : -17%, 14%, -2%
CCc1ccccc1NC(=O)N1CCc2cc(OC)c(OC)cc2C1CC(=O)OC (stereo not drawn)
 : -11%, -4%, -8%
Cc1ccc(-n2ncc3c(N4CCC(C)CC4)ncnc32)cc1C
 : -7%, 8%, -14%

# Some of the compounds tested (hit frequency here may not be typical).
